Source: PubChem BioAssay (National Center for Advancing Translational Sciences (NCATS))
Nrf2 ARE act – activators of Nrf2 (ARE) signaling. AREc32 ARE-luciferase reporter (MCF7-derived line), luminescence, 24 h. Potency, µM (doses to about 46.1 µM), for inactives: top-dose activation, hits mostly activators. 410,000 compounds, 0.31% hits. AID 624171; note: potency is the fitted concentration of half-maximal effect; % of control where 0% means no effect; nearly all actives have a fitted effect of over 65% in size
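AREc32 cells carrying an ARE-driven firefly luciferase, 1000 cells/well in OPTI-MEM with 5% FBS, dosed after overnight attachment and incubated 24 hr at 37 deg C. Steady-Glo luminescence read after 30 min at RT.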
Nrf2 inh – inhibitors of Nrf2 signaling. A549 ARE-Fluc reporter, luciferase luminescence, 18-24 h. Potency, µM (titrated, usually from 46 µM), for inactives: at the top dose activity change, negative = inhibition, most hits filed as inhibitors. 360,000 compounds, 2.1% hits. AID 504444; note: potency is the fitted concentration of half-maximal effect; % is set by controls: 0 for no effect and ±100 for the full control effect; nearly all actives have a fitted effect of over 60% in size
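Cells were seeded and rested 2 h, then exposed to compounds for 18-24 h. CellTiter-Fluor was read first as a viability measure. BugLite was added 15 min before the final luminescent read of ARE-luciferase activity in A549 cells.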
Mm-Cpn inhibitor – inhibitors of Methanococcus maripaludis chaperonin (MmCpn); 330,000 compounds, 0.031% hits; Potency, µM (highest dose often 76.9 µM), inactives show at the highest dose activity, negative = inhibition, usual class: inhibitors; purified Mm-Cpn ATPase, ADP Transcreener TR-FRET; note: potency is the fitted concentration of half-maximal effect; % is set by controls: 0 for no effect and ±100 for the full control effect; nearly all actives have a fitted effect of over 80% in size
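Eu-cryptate anti-ADP/ADP-d2 competition gives a ratio inversely related to ADP. Enzyme at 25 nM was pre-exposed to compound for 10 min, then given 10 uM ATP for 30 min, 37°C throughout.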
CCT chaperon mod – modulators of cytosolic chaperonin (CCT/TRiC) activity. purified chaperonin ATPase assay, HTRF ADP detection, 30 min. activity change, % (no concentration beside the values), hits read low. 360,000 compounds, 0.3% hits; in the data active = activity change below about -30%; note: % is set by controls: 0 for no effect and ±100 for the full control effect
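We incubate TRiC, 40 or 20 nM final, with library compounds at 76 uM and 10 uM ATP for 30 min at 37 °C. ADP formed is detected with Transcreener HTRF reagents after 30 min at room temperature.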
EPAC2 ag – EPAC2 (human) agonism | AID 720711 | Potency, µM (top dose mostly 154 µM), inactives show top-dose activation, hits mostly activators | 360,000 compounds, 0.079% hits | EPAC2 activation, biochemical qHTS; response scale: 100% = 6.5 mM cAMP response | Q8WZA2; note: potency is the fitted concentration of half-maximal effect; nearly all actives have a fitted effect of over 50% in size
Target sequence (Q8WZA2 whole entry, looked up): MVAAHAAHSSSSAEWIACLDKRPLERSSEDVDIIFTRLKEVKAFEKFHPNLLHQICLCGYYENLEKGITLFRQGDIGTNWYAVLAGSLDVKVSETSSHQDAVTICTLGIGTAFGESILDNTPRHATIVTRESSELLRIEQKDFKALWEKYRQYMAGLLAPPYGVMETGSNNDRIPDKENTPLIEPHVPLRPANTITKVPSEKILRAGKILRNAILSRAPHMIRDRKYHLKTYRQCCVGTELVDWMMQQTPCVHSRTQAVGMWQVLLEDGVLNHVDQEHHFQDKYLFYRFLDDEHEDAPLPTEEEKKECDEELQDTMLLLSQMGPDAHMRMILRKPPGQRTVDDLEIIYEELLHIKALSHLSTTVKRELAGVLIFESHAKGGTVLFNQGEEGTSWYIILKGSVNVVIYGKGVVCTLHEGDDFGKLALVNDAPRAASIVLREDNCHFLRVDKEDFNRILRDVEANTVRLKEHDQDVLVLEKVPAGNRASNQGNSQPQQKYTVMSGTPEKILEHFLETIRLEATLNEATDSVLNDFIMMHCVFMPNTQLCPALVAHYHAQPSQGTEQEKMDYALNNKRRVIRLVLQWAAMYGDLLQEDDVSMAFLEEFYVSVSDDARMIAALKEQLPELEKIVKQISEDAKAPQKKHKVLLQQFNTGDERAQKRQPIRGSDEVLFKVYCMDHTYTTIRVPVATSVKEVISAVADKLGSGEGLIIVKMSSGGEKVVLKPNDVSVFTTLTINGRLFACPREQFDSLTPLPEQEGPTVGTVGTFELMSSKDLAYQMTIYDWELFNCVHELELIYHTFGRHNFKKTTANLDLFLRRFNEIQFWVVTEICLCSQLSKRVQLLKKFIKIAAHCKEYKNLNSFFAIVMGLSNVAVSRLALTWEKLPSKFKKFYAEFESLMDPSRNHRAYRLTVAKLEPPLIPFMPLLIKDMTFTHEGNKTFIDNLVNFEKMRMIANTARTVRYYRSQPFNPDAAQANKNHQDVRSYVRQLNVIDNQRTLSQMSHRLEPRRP
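Readout is BODIPY fluorescence (480 nm excitation, 540 nm emission), which falls as labeled GDP is exchanged off Rap1B. EPAC2 at 100 nM acted on 250 nM RAP1B-BODIPY-GDP with 50 uM GDP present.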
EPAC2 antagonist – blocks human EPAC2 exchange factor. AID 720708. Potency, µM (highest dose often 114 µM), without a hit: at the top dose activity, negative = inhibition, hits mostly inhibitors. Q8WZA2. 360,000 compounds, 0.18% hits. EPAC2 GEF exchange of Rap1B-BODIPY-GDP, fluorescence; note: potency is the fitted concentration of half-maximal effect; % is set by controls: 0 for no effect and ±100 for the full control effect; nearly all actives have a fitted effect of over 45% in size; many of its hits are not listed in these tables
Akt phos inh – Akt phosphorylation inhibition | activity change, % for hits at 50 µM | Neuro2A IGF-stimulated pAkt S473 HTRF, 20 min; hits give low values | 360,000 compounds, 0.32% hits | AID 651550; in the data active = activity change below about -80%; inconclusive = mostly about -51% to -80%; note: % is set by controls: 0 for no effect and ±100 for the full control effect
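Neuro2A cells in DMEM with 0.5% FBS, overnight at 37 deg C, given compound at single 50 µM final, then IGF (6 nM final) for 20 min at 37 deg C. Lysed; phospho-Akt Ser473 by HTRF after 24 h, 665/615 ratio.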
TGFb inhibitor – inhibitors of TGF-b signaling | HepG2 CAGA-GFP TGF-b/SMAD3 reporter, GFP fluorescence, 18 h; TGF-beta stimulated, 500 pg/mL final | Potency, µM (doses to about 46.1 µM), for the others: at the highest dose activity, negative = inhibition, usual class: inhibitors | 410,000 compounds, 1.2% hits | AID 588855; note: potency is the fitted concentration of half-maximal effect; % is set by controls: 0 for no effect and ±100 for the full control effect; nearly all actives have a fitted effect of over 65% in size
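GFP signal (ex488/em500-530) from TGF-beta-stimulated HEPG2 CAGA-GFP cells, 500 pg/mL final, 18 h at 37 degrees C in DMEM plus 1% FBS, normalized to unstimulated and DMSO-stimulated controls.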
A549 tox – A549 cytotoxicity, counter-screen for Nrf2 inhibitors; A549 ARE-Fluc cells, CellTiter-Fluor viability, 18-24 h; Potency, µM (titrated, usually from 46 µM), without a hit: top-dose activity change, negative = cytotoxicity, most hits filed as inhibitors; 390,000 compounds, 0.16% hits; AID 504648; note: potency is the fitted concentration of half-maximal effect; % is set by controls: 0 for no effect and ±100 for the full control effect
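A549 ARE-Fluc cells in 5% FBS OPTI-MEM, 5000 cells/well, rested 2 h then exposed to compounds in concentration-response for 18-24 h at 37 °C. Viability by CellTiter-Fluor fluorescence (Ex 405/Em 525) after 30 min; luciferase luminescence (BugLite, 15 min, RT) read afterwards.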
Active calls of the source: *; i = inactive; ? = inconclusive; / = not tested or not shown; & = joins results of further samples; [ ] = dose if it differs, or a comment. Unless noted, calls come from the whole dose curve; as a rule, active = well fitted curve in the direction sought with a large enough effect; inconclusive = small, poorly fitted or top-dose-only effect, or another doubt; inactive = no such curve, though single readings can be large; an effect the other way counts as inactive or inconclusive. The list is partial, so the mix of outcomes need not match the whole.

Compound | Nrf2 ARE act | Nrf2 inh | Mm-Cpn inhibitor | CCT chaperon mod | EPAC2 ag | EPAC2 antagonist | Akt phos inh | TGFb inhibitor | A549 tox
CCNc1nnc(SCC(=O)NC2CCCCCC2)s1 | 0.0% | 10% | -1% | -0.1 | 5% | -16% | i | -5% | 0%
CC1=C(C(=O)Nc2ccccn2)C(c2ccc3c(c2)OCO3)C2=C(CC(C)(C)CC2=O)N1 (stereo not drawn) | 3.4% | 19% | 1% | 1.0 | 3% | 4% | i | 4% | -16%
C[C@H]1CN([C@@H](C)CO)C(=O)c2cc(NC(=O)Nc3cccc4ccccc34)ccc2O[C@@H]1CN(C)Cc1ccc(-c2ccccc2)cc1 | 4.8% | -5% | -10% | -1.8 | 8% | 15% | i | -15% | -17%
COc1ccc(C(=O)C(Cc2cc(C(C)=O)ccc2OC)N2CCCC2)cc1 (stereo not drawn) | 2.6% | 0% | -1% | 2.9 | -4% | 13% | i | 3% | -4%
Cc1ccc(NC(=O)CN(C)C(=O)/C=C/c2ccc3c(c2)OCO3)cc1 | 0.7% | -15% | 1% | -1.0 | 0% | 5% | i | 1% | 3%
Cc1ccc(S(=O)(=O)N2CC3(O)CN(C(=O)OC(C)C)N(C(=O)OC(C)C)CC3(OC(=O)Nc3c(C)noc3C)C2)cc1 (stereo not drawn) | 0.3% | / | / | 0.8 | 0% | -5% | i | 6% | /
O=C(CC1c2ccccc2C=C(c2ccsc2)N1c1ccc(-c2cccnc2)cc1)C1CC1 (stereo not drawn) | 0.8% | / | / | -0.1 | 7% | -11% | i | / | /
Cc1cc(C)nc(SCC(=O)N2CCOCC2)n1 | -0.1% | 1% | -4% | -3.7 | 3% | 3% | i | 1% | -2%
COc1cccc(Cn2cnc3c([N+](=O)[O-])c(C)c(C)cc32)c1 | -0.6% | -15% | -3% | -0.1 | 6% | -16% | i | 12% | -1%
C[C@H](O)[C@@H]1CN2CCc3c([nH]c4ccc(-c5ccc6c(c5)OCO6)cc34)[C@@H]2C[C@@H]1N(C)C(=O)NC1CCCCC1 | -0.3% | / | / | -0.7 | 16% | 6% | i | -23% | /
CCC(C)(C)NC(=O)C(c1cccc(OC)c1OC)N(C(=O)CCC(=O)Nc1cc(C)on1)C(C)C (stereo not drawn) | 0.1% | -3% | 0% | 1.0 | 11% | 0% | i | 0% | 0%
COc1ccccc1OCCSc1nc2ccccc2n1CC(=O)N1CCOCC1 | 2.9% | 16% | / | / | / | / | / | 8% | 13%
COc1ccc2nc(SCC(=O)c3ccco3)[nH]c2c1 | 3.2% | ? | -7% | -0.9 | 5% | 7% | i | 9% | 0%
COC(=O)C1=C[C@@H](C(=O)OC)C2C3=C(C(=O)C24CCCCC4)[C@H](C)n2c(=O)n(C)c(=O)n2[C@@H]3C1 (stereo partly drawn) | 0.1% | -7%&11% | / | 0.0 | 9% | -6% | i | 1%&-5% | -2%&0%
C/C(=N/NC(=O)c1sc(=S)n(C)c1C)c1ccccc1 | 15% | 6% | -1% | -2.6 | 0% | 18% | i | 3% | 6%
CCN1C(=O)[C@H]2[C@@H](c3ccc(-c4ccc(C(C)=O)cc4)c(OC)c3)N[C@@](Cc3ccccc3)(C(=O)OC)[C@H]2C1=O | 4.3% | ? | -21% | 1.0 | -8% | 13% | i | 6% | -5%
Oc1c(Br)cc(CNC2CCCCC2)cc1Br | 0.2% | 6% | / | -0.4 | 10% | -2% | i | 6% | 0%
COc1ccc(-n2cc(C#N)c(=O)[nH]c2=O)cc1 | 0.1% | -6% | -1% | -0.7 | 10% | 10% | i | 1% | 1%
O=C(CSc1nc(O)c(C2CCCCC2)c(=O)[nH]1)Nc1ccc(Cl)cc1 | 0.0% | / | / | -1.0 | -7% | -3% | i | 4% | 0%
Cc1ccnc(NC(=O)CNC(=O)c2ccc3ccccc3c2)c1 | 0.4% | ? | -1% | 0.8 | -5% | -3% | i | ? | -2%
CCc1ccc(CNC(=O)CN2C(=O)CSc3c2c(C)nn3-c2ccccc2)cc1 | -0.7% | -19% | / | / | / | / | / | -29% | -3%
Cn1c(NC(=O)c2cc(-c3ccc4c(c3)OCO4)nc3ccccc23)cc(=O)n(C)c1=O | 3.8% | 28% | 1% | -2.1 | 12% | 2% | i | 17% | -17%
COc1ccc(O)c(-c2cn[nH]c2-c2cccs2)c1 | 0.1% | 8% | 0% | 3.3 | 2% | 8% | i | -43% | 0%
Cc1ccc(Nc2c(O)nc[nH]c2=O)cc1C | 0.2% | 20% | / | 0.3 | 9% | -8% | i | -3% | -1%
CCOC(=O)c1ccc(NC(=O)C(CC)Sc2nncn3c2cc2oc(C)cc23)cc1 (stereo not drawn) | 0.9% | ? | / | / | / | / | / | 1% | -4%
O=C(Nc1ccc2c(c1)OCCO2)C1CCCN(S(=O)(=O)c2cccnc2)C1 (stereo not drawn) | -0.3% | -2% | 1% | 0.1 | 3% | -4% | i | 9% | -6%
Cc1ccc(C(=O)NCCC(=O)N2CCC3(CC2)NCCc2[nH]cnc23)cc1C | -0.5% | 10% | -10% | -0.2 | 5% | -2% | i | 4% | -2%
CCN(CC)CCNC(=O)c1cccc(NC(=O)C(=O)c2ccccc2NC(C)=O)c1 | 2.3% | 11% | 1% | 1.2 | -3% | 7% | i | -6% | 1%
Cc1cc(C(=O)OCC(=O)N(C)C2CCS(=O)(=O)C2)c(C)n1-c1ccccc1 (stereo not drawn) | 0.2% | 28% | -1% | -1.2 | -3% | 4% | i | 9% | -4%
C[C@H]1Cn2cnc(C(=O)NCC(=O)OC(C)(C)C)c2C(=O)N1 | 0.3% | / | / | 0.2 | -4% | 0% | i | 12% | /
O=C(Nc1ccc2c(c1)OCO2)c1cc(C2CCCCN2C(=O)c2ccc(Cl)cc2)on1 (stereo not drawn) | 4.7% | / | / | -0.4 | 16% | 7% | i | ? | /
CC(C)NC(=O)/C(C#N)=C/c1cccc(NC(=O)c2ccccc2Cl)c1 | 7.4% | ? | -3% | -2.2 | 8% | -1% | i | ? | 1%
Cc1cccn2c(=O)c3cc(C(=O)NC(C)c4ccccc4)c(=N)n(CCOCCO)c3nc12 (stereo not drawn) | -0.1% | 9% | / | / | / | / | / | 5% | 19%
O=C(CCN1CCN(c2ccccc2)CC1)NNC(=S)Nc1ccccc1 | 0.1% | 11% | 2% | 1.0 | 4% | -3% | i | -5% | 3%
C(=N\Nc1ccc2nncn2n1)/c1ccco1 | 10µM* | 3% | 2% | 0.8 | 7% | 5% | i | -4% | -8%
Cc1ccccc1Nc1nc(N2CCOCC2)nc(N2CCOCC2)n1 | 0.0% | 15% | 1% | -4.4 | 5% | -9% | i | -12% | 14%
O=C(CSc1nnc(SCc2ccc(Cl)cc2)s1)N1CCN(C(=O)c2ccco2)CC1 | -0.3% | 2% | -3% | -3.9 | 15% | -1% | i | -7% | -16%
CC(C)C[C@@H](CN1CCC[C@@H]1CN1C(=S)NC[C@@H]1Cc1ccccc1)N1C[C@H](Cc2ccc(O)cc2)N(CC2CCCCCC2)C1=S | -1.1% | / | / | 1.0 | 0% | 7% | i | ? | /
CC1C(O)=C(c2nc3ccccc3[nH]2)C(=N)N1c1ccccc1 (stereo not drawn) | 3.4% | ? | 0% | -0.9 | 1% | 6% | i | -21% | 5%[1.84 µM]
O=C1C(C=NCCCN2CCOCC2)=C(O)c2ccccc21 | 12% | 1% | 0% | -0.3 | -4% | -1% | i | 1% | -4%
Cc1ccccc1-c1ccc(CN2C(C)C(=O)N(Cc3cn(Cc4ccco4)nn3)CCS2(=O)=O)cc1 (stereo not drawn) | 3.8% | / | / | 0.2 | 6% | -12% | i | ? | /
C#CCNC(=O)C1=C[C@H](c2ccc3c(c2)OCO3)C[C@H](OCCCCO)O1 | 3.7% | 15% | / | 0.4 | 1% | -4% | i | ? | -13%
CCCOc1ccccc1Cn1c(=O)oc2ccc(C)cc21 | -0.5% | -15% | 3% | 0.3 | -7% | ? | i | 0% | 0%
CCN(c1ccccc1)S(=O)(=O)c1ccc(OC)c(NC(=O)Cn2cnc3c2c(=O)n(C)c(=O)n3C)c1 | -0.6% | -24% | 0% | 1.3 | 6% | 1% | i | 2.8µM* | 4%
CCNc1nc(NCC)n2c(SCC(=O)O)nnc2n1 | 0.4% | 6% | 2% | -1.0 | -10% | -2% | i | -1% | -6%
CC1N(C)c2cc(NC(=O)c3cccs3)c(P(=O)(Nc3ccc([N+](=O)[O-])cc3)N3CCOCC3)cc2C1(C)C (stereo not drawn) | 3.3% | -27% | 0% | -7.6 | 16% | -7% | i | -19% | ?
CC(C)CC(=O)Nc1ccc(S(=O)(=O)N2CCCC2)cc1 | -1.3% | 12% | 1% | -0.8 | 19% | 0% | i | -29% | 2%
Cc1ccc(-c2cc(C(F)F)n3ncc(C(=O)NN4CCCCC4)c3n2)cc1 | 0.5% | 10% | 0% | -2.0 | -10% | 0% | i | -27% | 5%
COc1ccccc1-c1oc2ccccc2c1C#CC1(O)CCCCC1 | 4.3% | -7% | -9% | -3.4 | 23% | ? | i | ? | 3%
CNc1ccccc(-c2ccc3cc4c(cc3n2)OCO4)c1=O | 19% | 11% | -3% | -1.9 | 8% | -1% | i | 10% | -13%
COc1ccc(CN([C@H](C)CO)S(=O)(=O)N(Cc2ccccc2)[C@H](CO)C(C)C)cc1 | -0.9% | ? | 0% | -2.0 | 5% | -23% | i | -31%&4% | -6%
CC(C)(C)n1nc2c(c1NC(=O)c1cc([N+](=O)[O-])ccc1Cl)CS(=O)(=O)C2 | ? | -3% | 1% | -0.9 | 11% | 2% | i | 20% | -4%
